Source: PubChem (National Center for Advancing Translational Sciences (NCATS))
NPC1 promoter act: NPC1 promoter activation; Potency, µM (doses to about 9.22 µM), inactives show at the highest dose activation, actives largely listed as activators; Huh7 NPC1 promoter luciferase reporter, 24 h; 320,000 compounds, 2.4% hits;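 note: % of control where 0% means no effect; nearly all actives have a fitted effect of over 60% in size; reporter is driven by a mutant NPC1 promoter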
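Cells: Huh7 expressing luciferase under the NPC1 promoter, 1500/well. Seeded 2 h, compound added, incubated 24 h at 37 °C. Luciferase reagent, 10 min ambient, then luminescence.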
Rab9 prom act: activates the Rab9 promoter | Huh7 Rab9 promoter-luciferase reporter, luminescence, 24 h | Potency, µM (doses to about 9.22 µM), inactives show top-dose activation, negative = inhibition, most hits filed as activators | 320,000 compounds, 2.8% hits | AID 485297; note: % of control where 0% means no effect; nearly all actives have a fitted effect of over 60% in size
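Promoter activation is measured as luciferase luminescence in Huh7 cells stably transfected with a Rab9 promoter–luciferase construct, following 24 h compound exposure at 37 °C and 10 min reagent incubation at ambient temperature.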
BRCA1 expr up: increases BRCA1 expression | MCF7-BRCA1-FFLuc reporter, luminescence, 48 h; response scale: scaled: vehicle 0%, 10 µM genistein 100% | Potency, µM (series often up to 46.1 µM), for the others: at the highest dose activation, hits mostly activators | 380,000 compounds, 1.1% hits | AID 624202; note: nearly all actives have a fitted effect of over 80% in size; some results filed as inactive show a strong effect at the top dose
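Cells: MCF7-BRCA1-FFLuc, 2000/well. Exposure: 48 h, 37 °C, 5% CO2. Read: luminescence, 15 min post-substrate. Controls: genistein 10 microM (maximal activation), DMSO (neutral).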
MBNL1 CUG block: inhibitors of human MBNL1 binding to CUG repeat RNA; AID 2675; 280,000 compounds, 0.036% hits; Q9NR56; TR-FRET MBNL1-His/biotin-(CUG)12 binding, 665/545 ratio; Potency, µM (series often up to 57.5 µM), for inactives: top-dose activity change, negative = inhibition, hits mostly inhibitors; active = well fitted inhibition curve with a large enough effect in the signal ratio, with a control signal flat, not every such curve was filed as active; inconclusive = small, poorly fitted or top-dose-only effect, or effect the other way, or a change in a side signal; inactive = no such curve, though single readings can be large or run the other way; the % refers to the signal ratio; note: % is set by controls: 0 for no effect and ±100 for the full control effect
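His-tagged MBNL1 binding to biotinylated (CUG)12 RNA was measured by TR-FRET using terbium anti-His antibody (0.055 ng/ul final) and streptavidin-XL665 (5 nM final). Compounds were titrated 92 nM to 58 uM; 60 min at room temperature.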
VP16 counter: counter-screen for ROR gamma inhibitors: Gal4-VP16 reporter; Drosophila S2 Gal4-VP16 UAS-luciferase, luminescence, 20 h; Potency, µM (series often up to 53.6 µM), for inactives: at the highest dose activity, negative = inhibition, hits mostly inhibitors; 310,000 compounds, 3.5% hits; AID 2546;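 note: Gal4-VP16 expression switched on by copper sulfate through the metallothionein promoter; % is set by controls: 0 for no effect and ±100 for the full control effect; nearly all actives have a fitted effect of over 50% in size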
p53 reactivation: mutant p53 re-activation in reporter cells; Potency, µM (series often up to 92.2 µM), inactives show at the top dose activity change, positive = activation, actives largely listed as activators; H1299 p53-A138V BP100-luciferase reporter, luminescence, 24 h; AID 504706; 320,000 compounds, 0.063% hits; note: % of control where 0% means no effect; nearly all actives have a fitted effect of over 45% in size
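p53-null H1299 cells stably carrying temperature-sensitive p53-A138V and a BP100-luciferase reporter were pinned with compounds (4-point, 1:5 series) and held 24 hrs at 37 deg C. Luminescence was read 10 min after detection reagent.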
FLuc counter: firefly luciferase modulation, counter-screen for miR-21 project; P08659; purified FLuc, Km substrates, luminescence inhibition; Potency, µM (series often up to 57.5 µM), for the others: at the top dose activity change, negative = inhibition, actives largely listed as inhibitors; 360,000 compounds, 6.9% hits;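 note: plate controls were vehicle for no effect and reference inhibitor for full effect; nearly all actives have a fitted effect of over 55% in size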
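Purified P. pyralis luciferase (10nM final) with 10uM D-luciferin and 10uM ATP (Km levels) in 50mM Tris acetate pH 7.5, 10mM Mg acetate, 0.01% Tween-20, 0.05% BSA; qHTS 6-point titration, ~60 µM downward; luminescence read.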
ELG1 genotox: genotoxicity induction in ELG1-luciferase HEK293T cells | HEK293T ELG1-luciferase reporter, luminescence, 16 h | Potency, µM (doses to about 46 µM), inactives show top-dose activity change, positive = activation, usual class: activators | 330,000 compounds, 1.3% hits | AID 504466; note: % of control where 0% means no effect; nearly all actives have a fitted effect of over 60% in size
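Genotoxic stress is detected as increased luminescence from luciferase-tagged ELG1 in HEK293T cells, measured with ONE-Glo after a 16 hr treatment at 37 °C.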
RORgamma inh: inhibitors of mouse ROR gamma transcriptional activity | Drosophila S2 Gal4-RORgamma UAS-luciferase reporter, 20 h | Potency, µM (highest dose often 53.6 µM), for the others: at the highest dose activity change, negative = inhibition, most hits filed as inhibitors | 310,000 compounds, 5.4% hits; note: % is set by controls: 0 for no effect and ±100 for the full control effect; nearly all actives have a fitted effect of over 60% in size
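Stably transfected Drosophila Schneider cells are the test system, with ROR gamma fused to Gal4 and luciferase under UAS control; luminescence is read after 20 hr of 700 uM copper sulfate induction at ambient temperature.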
CXXC DNA block: blocks binding of human MLL CXXC domain to DNA; MLL-CXXC / FITC-HOXA9 DNA fluorescence polarization; 290,000 compounds, 0.037% hits; Q03164; AID 2662; Potency, µM (top dose mostly 115 µM), for the others: top-dose activity change, negative = inhibition, usual class: inhibitors; active = well fitted inhibition curve with a large enough effect in the polarisation, with a control signal flat, not every such curve was filed as active; inconclusive = small, poorly fitted or top-dose-only effect, or effect the other way, or a change in a side signal; inactive = no such curve, though single readings can be large or run the other way; the % refers to the polarisation
Target sequence (Q03164 whole entry, looked up, the tested form may be a part): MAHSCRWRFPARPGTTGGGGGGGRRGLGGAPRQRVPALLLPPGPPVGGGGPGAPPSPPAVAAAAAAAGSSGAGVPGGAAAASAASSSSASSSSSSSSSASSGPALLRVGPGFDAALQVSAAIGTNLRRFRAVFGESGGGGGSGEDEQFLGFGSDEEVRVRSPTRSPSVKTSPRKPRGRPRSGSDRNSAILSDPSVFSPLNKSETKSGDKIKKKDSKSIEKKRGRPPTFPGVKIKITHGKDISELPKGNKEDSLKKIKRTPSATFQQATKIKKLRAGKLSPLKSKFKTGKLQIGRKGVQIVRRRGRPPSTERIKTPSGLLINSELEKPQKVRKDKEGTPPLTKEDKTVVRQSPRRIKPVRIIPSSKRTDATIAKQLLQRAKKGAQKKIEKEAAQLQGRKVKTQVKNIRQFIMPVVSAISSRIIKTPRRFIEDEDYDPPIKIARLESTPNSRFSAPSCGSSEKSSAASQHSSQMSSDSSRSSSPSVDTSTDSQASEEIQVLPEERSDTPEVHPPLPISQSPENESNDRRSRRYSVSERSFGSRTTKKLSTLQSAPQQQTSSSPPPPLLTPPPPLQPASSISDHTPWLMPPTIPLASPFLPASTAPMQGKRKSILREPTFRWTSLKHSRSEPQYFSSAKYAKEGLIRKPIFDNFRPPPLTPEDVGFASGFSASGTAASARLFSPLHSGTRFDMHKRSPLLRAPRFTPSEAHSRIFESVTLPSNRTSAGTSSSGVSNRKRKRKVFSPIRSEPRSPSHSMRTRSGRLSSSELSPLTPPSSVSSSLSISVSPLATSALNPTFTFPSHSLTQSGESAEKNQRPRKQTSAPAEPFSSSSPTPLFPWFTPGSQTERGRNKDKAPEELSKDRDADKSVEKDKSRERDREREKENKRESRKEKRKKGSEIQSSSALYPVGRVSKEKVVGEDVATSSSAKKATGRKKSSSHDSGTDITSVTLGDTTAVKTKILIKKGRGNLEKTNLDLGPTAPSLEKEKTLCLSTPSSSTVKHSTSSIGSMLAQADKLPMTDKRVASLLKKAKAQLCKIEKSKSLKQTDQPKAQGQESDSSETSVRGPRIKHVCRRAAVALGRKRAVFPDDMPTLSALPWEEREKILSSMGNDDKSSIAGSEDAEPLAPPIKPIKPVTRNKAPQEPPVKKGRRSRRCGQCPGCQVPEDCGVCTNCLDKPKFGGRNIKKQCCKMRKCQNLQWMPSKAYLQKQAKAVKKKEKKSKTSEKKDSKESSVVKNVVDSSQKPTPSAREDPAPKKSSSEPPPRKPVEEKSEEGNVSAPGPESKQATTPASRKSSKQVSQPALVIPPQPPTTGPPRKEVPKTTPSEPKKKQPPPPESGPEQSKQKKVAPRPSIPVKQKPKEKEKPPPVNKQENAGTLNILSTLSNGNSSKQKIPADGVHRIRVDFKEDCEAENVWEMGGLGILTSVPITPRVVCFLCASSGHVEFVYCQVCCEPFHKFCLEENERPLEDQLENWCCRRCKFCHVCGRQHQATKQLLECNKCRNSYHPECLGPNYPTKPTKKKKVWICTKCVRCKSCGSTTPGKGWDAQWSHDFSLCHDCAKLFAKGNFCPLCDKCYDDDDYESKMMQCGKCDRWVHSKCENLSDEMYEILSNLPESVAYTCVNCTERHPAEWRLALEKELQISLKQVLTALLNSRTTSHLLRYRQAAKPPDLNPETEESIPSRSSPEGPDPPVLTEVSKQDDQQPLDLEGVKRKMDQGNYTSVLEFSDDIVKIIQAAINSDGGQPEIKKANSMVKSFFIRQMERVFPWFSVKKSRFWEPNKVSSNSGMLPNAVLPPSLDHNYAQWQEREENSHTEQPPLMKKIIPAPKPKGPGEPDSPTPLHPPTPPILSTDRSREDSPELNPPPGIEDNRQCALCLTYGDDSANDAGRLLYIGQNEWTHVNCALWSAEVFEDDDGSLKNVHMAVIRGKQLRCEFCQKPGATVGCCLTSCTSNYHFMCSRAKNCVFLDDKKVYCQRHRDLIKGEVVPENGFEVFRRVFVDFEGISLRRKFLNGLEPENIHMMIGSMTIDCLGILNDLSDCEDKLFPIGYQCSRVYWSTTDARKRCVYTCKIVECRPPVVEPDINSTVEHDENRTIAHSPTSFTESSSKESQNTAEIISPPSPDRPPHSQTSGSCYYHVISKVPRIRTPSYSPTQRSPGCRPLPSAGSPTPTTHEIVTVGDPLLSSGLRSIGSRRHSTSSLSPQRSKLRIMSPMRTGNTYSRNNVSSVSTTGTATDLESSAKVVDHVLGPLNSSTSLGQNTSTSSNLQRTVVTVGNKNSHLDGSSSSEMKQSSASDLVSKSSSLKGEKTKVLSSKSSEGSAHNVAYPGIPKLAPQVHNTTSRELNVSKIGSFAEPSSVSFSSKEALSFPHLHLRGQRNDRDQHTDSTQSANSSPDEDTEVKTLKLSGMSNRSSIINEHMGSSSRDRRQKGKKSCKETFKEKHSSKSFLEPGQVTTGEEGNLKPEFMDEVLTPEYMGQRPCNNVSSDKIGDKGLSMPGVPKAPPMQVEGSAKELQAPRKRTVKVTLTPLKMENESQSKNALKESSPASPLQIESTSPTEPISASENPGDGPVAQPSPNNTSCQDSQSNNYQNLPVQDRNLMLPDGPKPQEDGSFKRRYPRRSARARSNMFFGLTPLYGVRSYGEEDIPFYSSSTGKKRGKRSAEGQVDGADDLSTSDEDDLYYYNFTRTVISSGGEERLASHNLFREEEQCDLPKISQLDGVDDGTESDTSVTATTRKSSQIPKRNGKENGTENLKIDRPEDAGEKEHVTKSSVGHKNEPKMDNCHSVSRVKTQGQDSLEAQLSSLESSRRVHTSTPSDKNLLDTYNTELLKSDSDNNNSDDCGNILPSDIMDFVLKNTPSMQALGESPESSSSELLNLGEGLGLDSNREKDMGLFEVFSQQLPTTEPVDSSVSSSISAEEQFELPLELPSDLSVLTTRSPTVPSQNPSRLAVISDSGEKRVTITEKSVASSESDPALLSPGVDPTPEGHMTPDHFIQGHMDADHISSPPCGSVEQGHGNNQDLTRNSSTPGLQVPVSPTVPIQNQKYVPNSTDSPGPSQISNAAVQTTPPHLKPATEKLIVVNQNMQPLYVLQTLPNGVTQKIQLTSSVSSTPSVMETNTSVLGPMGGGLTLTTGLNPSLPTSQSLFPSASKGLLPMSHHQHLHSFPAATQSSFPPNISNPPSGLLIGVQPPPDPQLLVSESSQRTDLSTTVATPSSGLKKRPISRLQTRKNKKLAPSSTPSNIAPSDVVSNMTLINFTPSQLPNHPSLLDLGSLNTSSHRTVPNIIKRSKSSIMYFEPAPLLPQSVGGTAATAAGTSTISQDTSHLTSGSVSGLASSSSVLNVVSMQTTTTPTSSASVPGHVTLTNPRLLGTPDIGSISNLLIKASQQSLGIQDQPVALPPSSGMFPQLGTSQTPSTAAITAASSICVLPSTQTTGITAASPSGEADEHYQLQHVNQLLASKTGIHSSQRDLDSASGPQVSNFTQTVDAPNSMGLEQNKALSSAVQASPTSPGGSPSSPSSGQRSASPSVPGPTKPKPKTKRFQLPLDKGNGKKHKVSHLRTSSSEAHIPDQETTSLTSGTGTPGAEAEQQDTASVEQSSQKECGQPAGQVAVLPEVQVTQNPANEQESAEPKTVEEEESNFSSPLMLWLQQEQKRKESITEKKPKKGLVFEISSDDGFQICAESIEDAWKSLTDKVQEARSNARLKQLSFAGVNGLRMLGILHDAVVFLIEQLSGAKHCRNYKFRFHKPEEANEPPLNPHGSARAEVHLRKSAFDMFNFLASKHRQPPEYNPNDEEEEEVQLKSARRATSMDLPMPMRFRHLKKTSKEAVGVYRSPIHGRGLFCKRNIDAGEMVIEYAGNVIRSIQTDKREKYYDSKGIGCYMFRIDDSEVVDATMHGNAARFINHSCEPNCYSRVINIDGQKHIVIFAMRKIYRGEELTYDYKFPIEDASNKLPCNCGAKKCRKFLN
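Steps: dispense CXXC domain solution (7 uM) → pin compounds or unlabeled HOX-A9 DNA control → 5 min ambient → add FLSN-HOX-A9 solution (50 nM) → spin → 30 min ambient → fluorescence polarization. Tris pH 7.5/NaCl/DTT/BSA buffer.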
uPA generation: blocks generation of uPA at the cell surface. AID 540303. cell surface uPA generation assay, qHTS. Potency, µM (titrated, usually from 38.3 µM), for inactives: at the top dose activity change, negative = inhibition, most hits filed as inhibitors. 330,000 compounds, 0.31% hits; active = well fitted inhibition curve with a large enough effect; inconclusive = small, poorly fitted or top-dose-only effect; inactive = no such curve, though single readings can be large or run the other way; tested in mouse RAW 264.7 cells; note: % is set by controls: 0 for no effect and ±100 for the full control effect; nearly all actives have a fitted effect of over 55% in size
An asterisk follows results filed as active; ? = inconclusive; . = no result given; & = joins results of further samples; [ ] = dose if it differs, or a comment. Unless noted, calls come from the whole dose curve; as a rule, active = well fitted curve in the direction sought with a large enough effect; inconclusive = small, poorly fitted or top-dose-only effect, or another doubt; inactive = no such curve, though single readings can be large; an effect the other way counts as inactive or inconclusive. Potency is the fitted concentration of half-maximal effect. These rows are one share of the data. The share of hits here may be higher or lower than overall.

SMILES	NPC1 promoter act	Rab9 prom act	BRCA1 expr up	MBNL1 CUG block	VP16 counter	p53 reactivation	FLuc counter	ELG1 genotox	RORgamma inh	CXXC DNA block	uPA generation
O=C(NCc1ccco1)C1CCCN1C(=O)Nc1ccc(Br)cc1 (stereo not drawn)	-3%	-4%	0%	0%	?	-1%	4%	0%	-15%	-3%	-4%
COc1ccccc1N1CC(O)=C(c2nc3ccccc3s2)C1=N	5%	14%	-24%	35%[activator]	-18%	5%	-8%	9%	-41%	-4%	?
COc1ccc(NC(=S)N2CCC(NC(=O)c3cccc(C)c3)CC2)cc1	-4%	2%	-9%	5%	-6%	-5%	1%	0%	-22%	7%	-12%
O=C(NCCN1CCN(C(=O)c2ccc([N+](=O)[O-])cc2)CC1)C(=O)Nc1ccc(F)cc1	-1%	3%	7%	?	-1%	17%	-2%	-1%	31%	2%	-20%
OCCNc1cc(Cl)ncn1	-2%	-1%	29%	3%	4%	-1%	1%	-3%	-4%	-7%	11%
COc1cc(/C(C)=N/NC(=O)c2cccc(S(=O)(=O)N3CCCC3)c2)cc(OC)c1OC	4%	6%	-21%	2%	11%	-22%	0%	-7%	-41%	-29%	-16%
Cc1cc(C(=O)NNC(=O)/C=C/c2ccccc2Cl)c(C)o1	-1%	4%	-4%	4%	3%	-6%	-17%	0%	-2%	8%	-1%
CSc1ccc(S(=O)(=O)NCc2ccc(Cl)cc2Cl)cc1	?	-3%	-25%	-30%	-8%	-2%	5%	-1%	-5%	-9%	.
CC(=O)NC1C(OCc2ccccc2)OC2COC(c3ccccc3)OC2C1OCC(=O)O (stereo not drawn)	1%	-6%	-3%	-6%	-2%	5%	-6%	0%	-2%	-1%	5%
COc1cc2c(=O)n(CC3CCCO3)c(=O)n(CC(=O)Nc3ccc(F)cc3F)c2cc1OC (stereo not drawn)	1%	0%	0%	0%	0%	3%	1%	-2%	22%	1%	-17%
O=C(COC(=O)c1ccccc1O)NC(=O)c1ccc(OC(F)F)cc1	-2%	0%	-2%	.	.	4%	-1%	-3%	.	.	-4%
COc1cc2ccc3c(CCN(C)C)cc(OC)c(OC)c3c2cc1OC	-2%	0%	5%	8%	3%	3%	2%	-1%	-28%	-2%	-7%
Cc1cccc(C)c1NC(=O)CNCC(=O)N(C)C	2%	0%	-6%	0%	5%	2%	-2%	1%	-10%	-4%	10%
COc1cc(N2C(=O)CSC23C(=O)Nc2ccccc23)cc(OC)c1OC (stereo not drawn)	-7%	0%	-10%	-1%	-1%	-17%	-1%	-2%	-5%	0%	10%
NN(Cc1ccccc1)C(=S)Nc1ccc(Cl)c(Cl)c1	0%	1%	7%	0%	?	30%	-11%	-4%	11µM*	-4%	2%

Next section; it opens with the 2 that closed the last part.
SMILES	NPC1 promoter act	Rab9 prom act	BRCA1 expr up	MBNL1 CUG block	VP16 counter	p53 reactivation	FLuc counter	ELG1 genotox	RORgamma inh	CXXC DNA block	uPA generation
COc1cc(N2C(=O)CSC23C(=O)Nc2ccccc23)cc(OC)c1OC (stereo not drawn)	-7%	0%	-10%	-1%	-1%	-17%	-1%	-2%	-5%	0%	10%
NN(Cc1ccccc1)C(=S)Nc1ccc(Cl)c(Cl)c1	0%	1%	7%	0%	?	30%	-11%	-4%	11µM*	-4%	2%
COc1cc(OC)cc(-c2nnc(SCc3cccnc3)o2)c1	-8%	9%	4%	-13%	1%	5%	-17%	3%	26%	-3%	-9%
O=C(CSc1nc2ccccc2o1)Nc1nc2ccc(Br)cc2s1	24%	6%	58%	-4%	-6%	18%	-18%	-3%	-6%	14%	-1%
CC(C)COc1ccc(-c2nn(-c3ccccc3)cc2/C=C2/SC(=S)N(CC(=O)O)C2=O)cc1	-2%	7%	-8%	-1%	-18%	.	3%	-3%	?	-14%	1%
CC(=O)c1c(C)[nH]c(C(=O)OCc2nnc(-c3ccccc3)o2)c1C	-4%	-2%[1.84 µM]	-41%	0%	2%	1%	4%	-3%	18%	-5%	-3%
COCCNc1nnc(SCC(=O)NNC(=O)c2ccc([N+](=O)[O-])cc2)s1	-1%	-4%	4%	.	.	3%	5%	-6%	.	.	3%
NS(=O)(=O)c1cc2c(cc1Cl)NC(C(Cl)Cl)NS2(=O)=O (stereo not drawn)	-3%	0%	4%	-25%	9%&-2%	0%	1%	3%	12%&-5%	2%	9%
CCOC(=O)C1=CN(C)C=C(C(=O)OCC)C1c1ccsc1	1%	0%	2%[1.84 µM]	21%	-8%	-21%	0%	-6%	7%	10%	2%
O=c1cc(CO)occ1OCc1c(F)cccc1Cl	-1%	?	21%	-6%	-9%	-2%	7%	3%	4%	13%	-1%
c1ccc2oc(-c3ccc(Nc4nc(N5CCCCC5)nc(N5CCOCC5)n4)cc3)nc2c1	0%	2%	.	?	-5%	8%	2%	-1%	7%	0%	.
CC(C)n1cc(CN2CCC(n3nccc3NC(=O)CCCc3ccccc3)CC2)cn1	2%	-3%	-3%	0%	7%	13%	-1%	0%	0%	1%	16%
O=C(N=C1SC2CS(=O)(=O)CC2N1c1ccc(F)cc1)C1CC1 (stereo not drawn)	-5%	4%	-1%	-3%	-3%	11%	4%	0%	2%	3%	4%
CCOC(=O)C1=C(CSc2nccn2C)NC(=O)NC1c1ccc2c(c1)OCO2 (stereo not drawn)	0%	-3%	1%	-9%	8%	5%	2%[2.3 µM]	-2%	0%	12%	-5%
Cc1ccc(/C=C2/SC(=S)N(CCC(=O)N3CCOCC3)C2=O)cc1	-1%	-1%	3%	5%	?	?	-27%	8%	-27%	6%	-8%
CC1CC(C)(C)NC(=S)N1CCCC(=O)N1CCN(c2ccccc2F)CC1 (stereo not drawn)	0%	0%	0%	.	?	-2%	6%	-2%	14µM*	3%	0%
CC(C)OC(=O)CNc1n[nH]c(=S)[nH]c1=O	-1%	17%	-8%	.	-11%	1%	-11%	1%	7%	13%	-7%
CCOC(=O)c1ccc(NC(=O)c2ccc(NC(=O)C3CCCO3)cc2)cc1 (stereo not drawn)	1%	8%	11%	-4%	-12%	-5%	-19%	-15%	-2%	8%	0%
Cc1nn(CC(=O)NCCCN2CCC(Cc3ccccc3)CC2)c(=O)c2cc(-c3ccccc3)nn12	-1%	-4%	-9%	0%	-4%	11%	-1%	2%	-3%	2%	5%
O=C(CSc1ncn[nH]1)NCCc1ccc(Cl)cc1	0%	2%	-3%	-1%	-8%	0%	1%	2%	-16%	3%	1%
O=C(Nc1ccc(F)cc1F)C1CC(=O)N(Cc2ccccc2)C1 (stereo not drawn)	1%	2%	10%	.	.	-5%	3%	-4%	.	.	18%
COc1ccc(-c2coc3cc4oc(=O)cc(-c5ccccc5)c4cc23)cc1F	-9%	-27%	-86%	-3%	-22%	-31%[inhibitor]	0%	8%	5%	20%	-9%
CC1(C)Cc2c(c(N3CCOCC3)nc3sc(C(=O)Nc4cccc(Cl)c4)c(N)c23)CO1	-6%	0%	6%	3%	-9%	10%	0%	5%	-17%	0%	12%
O=C(NCC1c2ccccc2CCN1C(=O)CN1CCOCC1)C1CCCCC1 (stereo not drawn)	-4%	-9%	0%	2%	1%	16%	3%	2%	11%	-1%	3%
O=C(NCC(c1ccco1)N1CCN(c2ccc(F)cc2)CC1)c1ccc2c(c1)OCO2 (stereo not drawn)	1%	3%	-21%	.	.	2%	-2%	16%	.	.	0%
COc1ccc(NC(=O)COC(=O)CCCN2C(=O)c3ccccc3C2=O)cc1Cl	1%	-13%	?	13%	-7%	-6%	-17%	5%	-10%	11%	2%
O=c1[nH]c2ccc(S(=O)(=O)N3CCN(c4ccc(F)cc4)CC3)cc2o1	-4%	20%	6%	.	-8%	5%	0%	-1%	21%	-2%	1%
COC(=O)c1cc(Br)c(=O)n(Cc2cccnc2)c1	1%	-4%	11%	-5%	-3%	1%	-1%	5%	-40%	-7%	4%
O=S1(=O)CCC(N=Cc2cc(Br)ccc2O)C1 (stereo not drawn)	-2%	-9%	-4%	3%	8%	16%	-1%	2%	-45%	6%	-6%
COC(=O)C(=Nc1ccccc1)/C(C(=O)C(=O)N(C)c1ccccc1)=C(\O)c1ccccc1	3%	8%	1%	11%	-3%	8%	-7%	5%	-1%	-3%	4%
COc1ccc(CN2CC(=O)N(c3ccccc3C)C2=S)cc1OC	0%	-1%	0%	11%	6%	1%	-8%	-6%	-1%	5%	-5%
CCC(C)c1ccc(O)c(/C=N/O)c1 (stereo not drawn)	-2%	-5%	0%	-3%	?	10%	?	?	?	-1%	-3%
O=C(O)Cn1c(C(F)(F)F)nc2ccccc21	.	.	7%	9%	3%	.	-3%	.	-33%	-4%	.
